High-throughput results deposited in PubChem by several laboratories.
Pemphigus Ab inh = inhibitors of pemphigus antibody binding to DSG3, primary screen, biochemical, bead-based, flow cytometry, scFv-GFP. AID 588358, 2011. binding (percent of control), % at 10 µM. 310,000 tested, 0.48% active. Desmoglein-3 (Homo sapiens), P32926. DSG3-coupled beads, scFv-anti-DSG3-GFP binding; hits give low values;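 active means binding more than 3 SD below its plate's average and above zero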;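 further: hits lower antibody fragment binding to DSG3; some compounds called inactive have numbers as strong as hits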
Target sequence (P32926 whole entry, looked up, the tested form may be a part): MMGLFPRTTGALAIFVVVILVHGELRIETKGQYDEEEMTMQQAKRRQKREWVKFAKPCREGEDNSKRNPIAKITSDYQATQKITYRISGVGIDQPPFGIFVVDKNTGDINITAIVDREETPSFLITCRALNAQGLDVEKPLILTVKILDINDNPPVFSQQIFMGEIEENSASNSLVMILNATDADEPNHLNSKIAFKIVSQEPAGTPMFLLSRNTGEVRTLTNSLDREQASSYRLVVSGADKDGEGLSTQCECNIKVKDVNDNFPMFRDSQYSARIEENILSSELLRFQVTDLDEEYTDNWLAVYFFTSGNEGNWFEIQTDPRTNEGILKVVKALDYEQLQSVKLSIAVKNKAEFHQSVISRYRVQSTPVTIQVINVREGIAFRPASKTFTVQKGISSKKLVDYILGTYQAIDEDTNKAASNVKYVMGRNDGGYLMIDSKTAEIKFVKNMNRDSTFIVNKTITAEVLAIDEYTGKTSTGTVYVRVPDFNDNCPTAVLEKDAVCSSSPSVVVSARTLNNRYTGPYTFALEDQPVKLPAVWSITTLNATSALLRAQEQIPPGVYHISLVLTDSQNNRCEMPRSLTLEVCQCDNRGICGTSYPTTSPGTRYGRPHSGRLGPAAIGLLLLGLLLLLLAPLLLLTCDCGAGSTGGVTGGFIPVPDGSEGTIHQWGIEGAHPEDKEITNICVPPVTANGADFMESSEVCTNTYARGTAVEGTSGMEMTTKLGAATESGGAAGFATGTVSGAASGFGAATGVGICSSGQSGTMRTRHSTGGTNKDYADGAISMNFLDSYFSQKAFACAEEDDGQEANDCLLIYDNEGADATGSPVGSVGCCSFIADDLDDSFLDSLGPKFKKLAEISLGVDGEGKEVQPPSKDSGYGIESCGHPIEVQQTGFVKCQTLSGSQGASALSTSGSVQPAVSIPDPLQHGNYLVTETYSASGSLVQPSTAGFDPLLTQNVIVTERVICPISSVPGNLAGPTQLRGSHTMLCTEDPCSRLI
DAGLB inhibitor = DAGLB lipase inhibitors, primary screen, biochemical, fluorescence, HTS; Diacylglycerol lipase-beta (Homo sapiens), Q8NCG7; HEK293T DAGLB membrane lysate, EnzChek fluorogenic substrate; inhibition, % at 5.17 µM; 340,000 tested, 0.059% active; AID 504411, 2011; in the data active means inhibition above about 34%;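 further: 0% = enzyme with vehicle and 100% = wells lacking enzyme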
V-ATPase pH = regulators of yeast V-ATPase proton pumping, primary screen, pHLuorin cytosolic pH fluorescence; S. cerevisiae; 350,000 tested, 0.37% active; response, % at 10 µM; in the data active means response mostly above about 7.3%, no sharp cut-off; inactive means mostly below about 5.4%; further: actives read high; inactives centre near 0; some compounds called inactive have numbers as strong as hits; reference of the scale not given here
HTR5A ag ctr = HTR5A agonists in luminescence cell assay, primary screen, counter-screen for OPRM1-OPRD1 heterodimer agonist project, full-deck HTS | 340,000 tested, 0.61% active | cell-based | AID 504692, 2011 | 5-hydroxytryptamine receptor 5A (Homo sapiens), P47898 | activation, % at 9.3 µM; in the data active means activation mostly above about 9.5%, no sharp cut-off; inactive means mostly below about 7.6%;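 further: 0% = cells with vehicle only and 100% = reference agonist; strong numbers were not always called active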
MOR-DOR ag = agonists of OPRM1-OPRD1 heterodimerization, primary screen, cell-based, luminescence; cells; activation, % at 9.3 µM; 340,000 tested, 0.3% active; in the data active means activation above about 18%;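 further: 0% = vehicle-treated cells and 100% = reference agonist; values of inactives mirror those of a sister screen read the other way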
PKA-R2B act = activators of PKA-R2B holoenzyme, primary screen, biochemical, fluorescence polarization, Cy5-IP20, human. 340,000 tested, 0.079% active. activation, % at 11.4 µM. AID 504700, 2011. PKA-R2B holoenzyme dissociation; R2B truncated from residue 108, S112A mutant; 0% DMSO only, 100% 113 µM cGMP. cAMP-dependent protein kinase catalytic subunit beta (Homo sapiens) + cAMP-dependent …;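 active means activation above a cutoff set at the mean over all compounds plus 3 SD, cut at about 18% in these data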;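 further: higher means more holoenzyme dissociation and a rise in polarization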
PKA-R1A act = activators of PKA-R1A holoenzyme, primary screen, biochemical, fluorescence polarization, Cy5-IP20, bovine R1A, mouse PKAc | cAMP-dependent protein kinase type I-alpha regulatory subunit (Bos taurus) + … | PKA-R1A dissociation; scaled: DMSO 0%, 113 µM cGMP 100% | activation, % at 11.4 µM | 340,000 tested, 0.083% active;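 active means percent activation above the mean of all tested compounds plus 3 SD, cut at about 19% in these data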;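 further: higher means more PKAc released from R1A so a rise in polarization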
OPRM1-OPRD1 inv = inverse agonists of MOR-DOR heterodimerization, primary screen, cell-based, luminescence; Mu-type opioid receptor (Homo sapiens) + Delta-type opioid receptor (Homo sapiens), …; cell-based MOR-DOR heterodimer luminescence, inverse agonism; inhibition, % at 9.3 µM; 340,000 tested, 0.21% active; in the data active means inhibition above about 22%, passing the limit was not always enough;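 further: 0% = cells with DMSO and 100% = wells without cells with DMSO; values of inactives mirror those of a sister screen read the other way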
Arr AP2 block = inhibitors of beta-arrestin/AP2 binding, primary screen, biochemical, GPCR trafficking, flow cytometry; beta-arrestin 1 C-terminal peptide binding to AP2 beta2-adaptin appendage (human); inhibition, % at 10 µM; AID 504490, 2011; FITC-arrestin peptide / GST-AP2 beads; AP2 beta2 appendage carries R879A mutation; 340,000 tested, 0.31% active;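 active means inhibition above a set limit, near 3 SD of compounds lacking own fluorescence, cut at about 54% in these data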;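 further: plate controls were DMSO wells for no effect and 5 µM unlabelled arrestin peptide for full effect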
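Measured by: flow cytometry, FL1 (488/535 nm); Material: AP2 appendage R879A on GSH beads; Evaluation: percent response; Timing: pre-incubation 12 min, peptide binding 1 h, room temperature; Also added: 50 nM FITC-arrestin peptide; Medium: PBS with 0.05% Tween 20 and 0.1% BSA.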
HTR5A inv ag = HTR5A inverse agonists in luminescence cell assay, primary screen, counter-screen for OPRM1-OPRD1 heterodimer inverse agonist project, full-deck HTS; 5-hydroxytryptamine receptor 5A (Homo sapiens), P47898; HTR5A cell line, inverse agonism; inhibition, % at 9.3 µM; 340,000 tested, 0.083% active; AID 504634, 2011; in the data active means inhibition mostly above about 23%, no sharp cut-off; inactive means mostly below about 18%;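 further: 0% = cells with DMSO and 100% = no-cell wells with DMSO; some compounds called inactive have numbers as strong as hits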
Active calls of the source: *. Hits appear at their usual frequency; 2.4% or so of the library scored in one or more.

Results for CCCCn1c(N)c(N(CC(C)C)C(=O)C2CC(=O)N(c3ccc(C)cc3)C2)c(=O)[nH]c1=O (configuration not stated) ?
Pemphigus Ab inh: 97; DAGLB inhibitor: 4; V-ATPase pH: 3; HTR5A ag ctr: 0; MOR-DOR ag: -1.1; PKA-R2B act: 1; PKA-R1A act: -3; OPRM1-OPRD1 inv: 7; Arr AP2 block: -6; HTR5A inv ag: 14

Results for O=C(N/N=C/c1ccc(-c2cccc([N+](=O)[O-])c2)o1)[C@H]1C[C@@H]1c1ccccc1 ?
Pemphigus Ab inh: 106; DAGLB inhibitor: 1; V-ATPase pH: 0; HTR5A ag ctr: 1; MOR-DOR ag: 3.1; PKA-R2B act: -8; PKA-R1A act: -18; OPRM1-OPRD1 inv: -16; Arr AP2 block: -9; HTR5A inv ag: -2

How did COc1ccc(-n2c(=O)cc(N3CCOCC3)[nH]c2=O)cc1 do in these assays?
Pemphigus Ab inh: 103; DAGLB inhibitor: 0; V-ATPase pH: 0; HTR5A ag ctr: 4; MOR-DOR ag: -0.6; PKA-R2B act: 6; PKA-R1A act: 1; OPRM1-OPRD1 inv: 3; Arr AP2 block: -5; HTR5A inv ag: -16

What do the screens show for `Cc1cnc(C(=O)N2CCCC(C(=O)c3cccc(OC(C)C)c3)C2)cn1` (configuration not stated)?
Pemphigus Ab inh: 101; DAGLB inhibitor: -2; V-ATPase pH: 0; HTR5A ag ctr: 6; MOR-DOR ag: 1.5; PKA-R2B act: -12; PKA-R1A act: -6; OPRM1-OPRD1 inv: -7; Arr AP2 block: 9; HTR5A inv ag: -15

Results for COc1ccc(N2CCN(C(=O)C3=NNC(=O)CC3)CC2)cc1 ?
Pemphigus Ab inh: 101; DAGLB inhibitor: 0; V-ATPase pH: 2; HTR5A ag ctr: -2; MOR-DOR ag: -3.2; PKA-R2B act: 5; PKA-R1A act: 1; OPRM1-OPRD1 inv: 16; Arr AP2 block: 11; HTR5A inv ag: 6

Results for O=C(Nc1cccc([N+](=O)[O-])c1)N1CCCc2ccccc21 ?
Pemphigus Ab inh: 116; DAGLB inhibitor: 0; V-ATPase pH: 1; HTR5A ag ctr: 1; MOR-DOR ag: -2.0; PKA-R2B act: -3; PKA-R1A act: -6; OPRM1-OPRD1 inv: 11; Arr AP2 block: 8; HTR5A inv ag: -2

How did O=C1CCC(C(=O)Nc2nnc(C3CC3)s2)=NN1 do in these assays?
Pemphigus Ab inh: 100; DAGLB inhibitor: 1; V-ATPase pH: 3; HTR5A ag ctr: -4; MOR-DOR ag: -0.8; PKA-R2B act: -5; PKA-R1A act: 4; OPRM1-OPRD1 inv: 5; Arr AP2 block: 3; HTR5A inv ag: -10

Results for CCc1nnc(NC(=O)c2ccc(S(C)(=O)=O)cc2)s1 ?
Pemphigus Ab inh: 98; DAGLB inhibitor: 2; V-ATPase pH: -1; HTR5A ag ctr: 2; MOR-DOR ag: -2.5; PKA-R2B act: -5; PKA-R1A act: -3; OPRM1-OPRD1 inv: 13; Arr AP2 block: -15; HTR5A inv ag: -21

Results for Oc1ccc(-c2csc(-c3ccccc3)n2)cc1O ?
Pemphigus Ab inh: 123; DAGLB inhibitor: 6; V-ATPase pH: -1; HTR5A ag ctr: 9; MOR-DOR ag: 7.5; PKA-R2B act: -7; PKA-R1A act: 0; OPRM1-OPRD1 inv: -44; Arr AP2 block: 6; HTR5A inv ag: -19

How did CCOC(=O)C1(Cc2ccccc2C(F)(F)F)CCN(C(C)CCn2cccn2)CC1 (configuration not stated) do in these assays?
Pemphigus Ab inh: 118; DAGLB inhibitor: -4; V-ATPase pH: 6; HTR5A ag ctr: 3; MOR-DOR ag: 7.7; PKA-R2B act: -1; PKA-R1A act: -8; OPRM1-OPRD1 inv: -40; Arr AP2 block: 16; HTR5A inv ag: -29

Results for CC1=C(Cl)C2=NS(=O)(=O)CCN2C=C1Cl ?
Pemphigus Ab inh: 99; DAGLB inhibitor: -1; V-ATPase pH: -2; HTR5A ag ctr: -2; MOR-DOR ag: -2.4; PKA-R2B act: -12; PKA-R1A act: 9; OPRM1-OPRD1 inv: 12; Arr AP2 block: 2; HTR5A inv ag: -25

What do the screens show for `O=C(Cn1nnc(-c2ccc(Cl)cc2)n1)NCCC1=CCCCC1`?
Pemphigus Ab inh: 109; DAGLB inhibitor: -1; V-ATPase pH: 2; HTR5A ag ctr: 5; MOR-DOR ag: -1.0; PKA-R2B act: -11; PKA-R1A act: -6; OPRM1-OPRD1 inv: 6; Arr AP2 block: 13; HTR5A inv ag: 1

What do the screens show for `COc1ccc(S(=O)(=O)n2nc(OC(=O)c3ccncc3)cc2N)cc1`?
Pemphigus Ab inh: 106; DAGLB inhibitor: -3; V-ATPase pH: 4; HTR5A ag ctr: 4; MOR-DOR ag: -0.6; PKA-R2B act: 9; PKA-R1A act: -6; OPRM1-OPRD1 inv: 3; Arr AP2 block: 11; HTR5A inv ag: -5

Results for COc1cc(NC(=O)Cn2c([N+](=O)[O-])cnc2C)c(OC)cc1Cl ?
Pemphigus Ab inh: 87; DAGLB inhibitor: 1; V-ATPase pH: -2; HTR5A ag ctr: -1; MOR-DOR ag: -1.5; PKA-R2B act: 6; PKA-R1A act: -5; OPRM1-OPRD1 inv: 7; Arr AP2 block: 7; HTR5A inv ag: 5

What do the screens show for `C=CCNC(=O)CC12CC3CC(C1)CC(CC(=O)NCC=C)(C3)C2`?
Pemphigus Ab inh: 103; DAGLB inhibitor: 0; V-ATPase pH: 0; HTR5A ag ctr: -7; MOR-DOR ag: -1.6; PKA-R2B act: -3; PKA-R1A act: -15; OPRM1-OPRD1 inv: 8; Arr AP2 block: -17; HTR5A inv ag: 17

What do the screens show for `CCOc1ccc(OCc2cccc(C(=O)Nc3ccc(CN4CCCCC4)cc3)c2)cc1`?
Pemphigus Ab inh: 131; DAGLB inhibitor: -1; V-ATPase pH: 7; HTR5A ag ctr: -5; MOR-DOR ag: 4.8; PKA-R2B act: 4; PKA-R1A act: 5; OPRM1-OPRD1 inv: -27; Arr AP2 block: -2; HTR5A inv ag: 10

What do the screens show for `Cc1cccc(NC(=O)c2ccc(COc3ccccc3)o2)n1`?
DAGLB inhibitor: -9; V-ATPase pH: 3; HTR5A ag ctr: -4; MOR-DOR ag: 2.4; PKA-R2B act: 3; PKA-R1A act: -9; OPRM1-OPRD1 inv: -13; Arr AP2 block: 3; HTR5A inv ag: 8

Results for CCN1C(=O)C(O)(CC(=O)c2ccc(-n3cccc3)cc2)c2ccccc21 (configuration not stated) ?
DAGLB inhibitor: 0; V-ATPase pH: 2; HTR5A ag ctr: -4; MOR-DOR ag: -2.4; PKA-R2B act: -12; PKA-R1A act: -2; OPRM1-OPRD1 inv: 12; Arr AP2 block: -2; HTR5A inv ag: 12

How did CC(C)[C@H](NC(=O)N1CCC(Cc2ccccc2)CC1)C(=O)O do in these assays?
Pemphigus Ab inh: 94; DAGLB inhibitor: -2; V-ATPase pH: -1; HTR5A ag ctr: 3; MOR-DOR ag: -4.9; PKA-R2B act: -2; PKA-R1A act: 1; OPRM1-OPRD1 inv: 22; Arr AP2 block: 31; HTR5A inv ag: -11

Results for COC(=O)c1ccc(-n2nnnc2SCC(=O)Nc2ccccc2C(=O)OC)cc1 ?
Pemphigus Ab inh: 98; DAGLB inhibitor: -3; V-ATPase pH: -4; HTR5A ag ctr: -2; MOR-DOR ag: -0.8; PKA-R2B act: -17; PKA-R1A act: -13; OPRM1-OPRD1 inv: 4; Arr AP2 block: -7; HTR5A inv ag: 16

What do the screens show for `COc1ccc(/C=N/NC(=O)c2ccncc2)c(OC)c1`?
Pemphigus Ab inh: 99; DAGLB inhibitor: 2; V-ATPase pH: 1; HTR5A ag ctr: -1; MOR-DOR ag: -2.5; PKA-R2B act: -4; PKA-R1A act: 9; OPRM1-OPRD1 inv: 12; Arr AP2 block: -3; HTR5A inv ag: 5

How did NC(=O)COC(=O)CNC(=O)c1sc2ccccc2c1Cl do in these assays?
Pemphigus Ab inh: 96; DAGLB inhibitor: -2; V-ATPase pH: 0; HTR5A ag ctr: -4; MOR-DOR ag: -2.0; PKA-R2B act: -13; PKA-R1A act: -9; OPRM1-OPRD1 inv: 10; Arr AP2 block: -42; HTR5A inv ag: -9

What do the screens show for `Cc1ccc(NC(=O)Cn2ccsc2=N)cc1S(=O)(=O)N(C)C`?
Pemphigus Ab inh: 110; DAGLB inhibitor: -1; V-ATPase pH: -1; HTR5A ag ctr: -2; MOR-DOR ag: -0.6; PKA-R2B act: -14; PKA-R1A act: -1; OPRM1-OPRD1 inv: 3; Arr AP2 block: 5; HTR5A inv ag: 4

Results for CSc1nnc(-c2cccn(Cc3ccccc3)c2=O)o1 ?
Pemphigus Ab inh: 104; DAGLB inhibitor: 0; V-ATPase pH: 2; HTR5A ag ctr: -2; MOR-DOR ag: -4.2; PKA-R2B act: -1; PKA-R1A act: -9; OPRM1-OPRD1 inv: 21; Arr AP2 block: 42; HTR5A inv ag: 5

How did COc1ccc(C(=O)OCC(=O)NCc2ccccc2)c(OC)c1OC do in these assays?
Pemphigus Ab inh: 95; DAGLB inhibitor: -2; V-ATPase pH: -1; HTR5A ag ctr: -3; MOR-DOR ag: -2.6; PKA-R2B act: -1; PKA-R1A act: 1; OPRM1-OPRD1 inv: 13; Arr AP2 block: 4; HTR5A inv ag: 7

What do the screens show for `Cc1ccc(S(=O)(=O)/N=C(/Nc2ccccn2)c2ccc(Cl)cc2)cc1`?
Pemphigus Ab inh: 106; DAGLB inhibitor: -2; V-ATPase pH: -7; HTR5A ag ctr: 3; MOR-DOR ag: -0.9; PKA-R2B act: -3; PKA-R1A act: 5; OPRM1-OPRD1 inv: 5; Arr AP2 block: 71*; HTR5A inv ag: 0

2 successive compounds already listed, quoted:
How did CC(C)[C@H](NC(=O)N1CCC(Cc2ccccc2)CC1)C(=O)O do in these assays?
Pemphigus Ab inh: 94; DAGLB inhibitor: -2; V-ATPase pH: -1; HTR5A ag ctr: 3; MOR-DOR ag: -4.9; PKA-R2B act: -2; PKA-R1A act: 1; OPRM1-OPRD1 inv: 22; Arr AP2 block: 31; HTR5A inv ag: -11

Results for COC(=O)c1ccc(-n2nnnc2SCC(=O)Nc2ccccc2C(=O)OC)cc1 ?
Pemphigus Ab inh: 98; DAGLB inhibitor: -3; V-ATPase pH: -4; HTR5A ag ctr: -2; MOR-DOR ag: -0.8; PKA-R2B act: -17; PKA-R1A act: -13; OPRM1-OPRD1 inv: 4; Arr AP2 block: -7; HTR5A inv ag: 16
